Screening results from PubChem.
pPAFAH inh = pPAFAH (human) enzyme inhibition; Q13093; recombinant pPAFAH, FP-rhodamine probe fluorescence polarization; inhibition, % at 3.39 µM; 1.5% of 330,000 active;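 active = inhibition above the mean inhibition across the screen plus 3 SD, cut at about 25% in these data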;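 also: inhibitors block binding of the rhodamine activity-based probe so polarization drops; 0% = enzyme with DMSO and 100% = wells lacking pPAFAH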
PREPL inh = inhibitors of human prolyl oligopeptidase-like enzyme PREPL. Q4J6C6. inhibition, % at 5.96 µM. recombinant PREPL, fluorescence polarization activity-based probe. AID 2751. 0.68% of 320,000 active; in the data active = inhibition above about 43%;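 also: 0% = enzyme with DMSO and 100% = wells lacking enzyme; many of its hits are not listed in these tables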
PAFAH2 FP inh = inhibitors of human PAFAH2; recombinant PAFAH2, FP-rhodamine activity probe, fluorescence polarization; 0.99% of 340,000 active; Q99487; inhibition, % at 3.39 µM;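 active = inhibition above the mean over all tested compounds plus 3 SD, cut at about 30% in these data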;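 also: inhibitors block probe labeling of enzyme so polarization drops; 0% = enzyme with DMSO and 100% = wells lacking PAFAH2 protein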
PAFAH1B3 FP inh = blocks human PAF acetylhydrolase 1B catalytic subunit 3. Q15102. recombinant PAFAH1B3, FP-rhodamine probe, fluorescence polarization. inhibition, % at 3.39 µM. 0.28% of 340,000 active. AID 492972;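 active = inhibition above the screen-wide average of all tested compounds plus 3 SD, cut at about 25% in these data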;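 also: 0% = enzyme with DMSO only and 100% = wells lacking PAFAH1B3 protein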
Target sequence (Q15102 whole entry, looked up): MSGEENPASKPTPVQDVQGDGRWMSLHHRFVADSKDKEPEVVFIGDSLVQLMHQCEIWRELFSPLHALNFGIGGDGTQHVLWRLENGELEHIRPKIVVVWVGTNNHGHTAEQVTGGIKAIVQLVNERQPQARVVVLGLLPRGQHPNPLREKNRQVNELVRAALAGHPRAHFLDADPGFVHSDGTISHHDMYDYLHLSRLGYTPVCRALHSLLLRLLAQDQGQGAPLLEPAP
PAFAH1B2 inh = inhibitors of human PAFAH1B2; recombinant PAFAH1B2, FP-rhodamine activity probe, fluorescence polarization; inhibition, % at 3.39 µM; 1.2% of 340,000 active; AID 492953;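 active = inhibition above the mean of all tested compounds plus 3 SD, cut at about 24% in these data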;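 also: 0% = enzyme with DMSO and 100% = wells lacking PAFAH1B2; many of its hits are not listed in these tables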
LYPLA2 counter = blocks human lysophospholipase 2, a PME1 counter-screen; 0.38% of 320,000 active; inhibition, % at 5.9 µM; O95372; AID 2177; recombinant LYPLA2, FP-Rh probe fluorescence polarization;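 active = inhibition above the screen-wide mean plus 3 SD, limit set per campaign, cut at about 26% in these data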;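 also: 0% = LYPLA2 with DMSO and 100% = wells lacking LYPLA2 enzyme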
Target sequence (O95372 whole entry, looked up): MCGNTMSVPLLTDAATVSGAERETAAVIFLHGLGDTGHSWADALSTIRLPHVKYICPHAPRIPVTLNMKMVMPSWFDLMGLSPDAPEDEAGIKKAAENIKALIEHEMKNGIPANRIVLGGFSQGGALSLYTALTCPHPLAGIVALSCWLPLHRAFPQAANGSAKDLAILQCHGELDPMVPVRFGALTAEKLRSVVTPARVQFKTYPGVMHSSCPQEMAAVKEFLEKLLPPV
GSTO1 counter = blocks human GSTO1 in RBBP9 counter-screen. P78417. recombinant GSTO1, activity-based probe fluorescence polarization. inhibition, % at 5.96 µM. 1.1% of 300,000 active;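 active = inhibition above the campaign mean inhibition plus 3 SD, cut at about 35% in these data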;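 also: 0% = GSTO1-1 with DMSO and 100% = wells lacking GSTO1-1 enzyme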
Target sequence (P78417 whole entry, looked up): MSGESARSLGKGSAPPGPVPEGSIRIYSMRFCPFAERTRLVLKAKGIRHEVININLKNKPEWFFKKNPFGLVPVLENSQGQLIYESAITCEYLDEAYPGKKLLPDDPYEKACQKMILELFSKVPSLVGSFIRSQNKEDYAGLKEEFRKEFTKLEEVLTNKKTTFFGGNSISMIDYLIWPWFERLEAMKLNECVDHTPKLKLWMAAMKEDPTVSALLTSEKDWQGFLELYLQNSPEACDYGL
LYPLA1 inh = blocks human lysophospholipase 1, a PME1 counter-screen. recombinant LYPLA1, FP-Rh probe fluorescence polarization. 0.16% of 320,000 active. inhibition, % at 5.9 µM. O75608;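 active = inhibition above the mean of all tested compounds plus 3 SD, set per campaign, cut at about 14% in these data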;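 also: inhibitors block serine hydrolase probe labeling of LYPLA1 so polarization falls; 0% = enzyme with DMSO and 100% = wells lacking LYPLA1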
Target sequence (O75608 whole entry, looked up): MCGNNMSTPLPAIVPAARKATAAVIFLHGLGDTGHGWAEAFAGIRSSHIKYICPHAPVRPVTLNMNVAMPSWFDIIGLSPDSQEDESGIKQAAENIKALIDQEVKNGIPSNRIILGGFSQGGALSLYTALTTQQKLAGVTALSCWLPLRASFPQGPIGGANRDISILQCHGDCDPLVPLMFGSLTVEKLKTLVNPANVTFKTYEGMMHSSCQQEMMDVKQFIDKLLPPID
PAD4 inh = PAD4 (human) enzyme inhibition | 0.41% of 330,000 active | Q9UM07 | recombinant PAD4, RCA probe fluorescence polarization | AID 485272 | inhibition, % at 6.36 µM;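 active = percent inhibition above a cutoff equal to the mean of all tested compounds plus 3 SD, cut at about 15% in these data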;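 also: 0% = PAD4 with RCA probe and DMSO and 100% = probe without PAD4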
* = called active by the depositor; / = not tested or not shown.

Results follow in this order: pPAFAH inh	PREPL inh	PAFAH2 FP inh	PAFAH1B3 FP inh	PAFAH1B2 inh	LYPLA2 counter	GSTO1 counter	LYPLA1 inh	PAD4 inh
> O=C(CSCc1ccccc1Br)N/N=C/c1ccc2c(c1)OCO2
 : 1	-19	-2	9	2	7	-2	0	-2
> O=C(c1ccco1)N(Cc1cc2ccccc2[nH]c1=O)CC1CCCO1 (configuration not stated)
 : -1	3	-2	2	4	4	0	0	-4
> COc1ccc(S(=O)(=O)N2CCN(c3ncccn3)CC2)cc1OC
 : -9	0	5	1	2	-12	13	-2	0
> COc1cc(C)nc(Nc2nc(C)c(C(C)=O)s2)n1
 : 3	1	7	5	1	-6	-5	-3	2
> O=C(Cc1ccc(Cl)cc1)Nc1ccc(NC(=O)c2cccs2)cc1
 : 2	1	5	-3	5	-2	-1	0	0
> O=C(NNC1CC(=O)N(c2ccc(Br)cc2)C1=O)c1cccnc1 (configuration not stated)
 : 2	1	2	5	-1	0	1	1	-1
> CCCNCC1C(Oc2ccc(Cl)cc2)C(=O)N1c1ccccc1C (configuration not stated)
 : 0	-19	-3	-1	4	3	6	4	2
> Fc1cccc(Cl)c1CNn1cn[nH]c1=S
 : 2	2	-1	1	1	2	-11	-4	-1
> CCN(C(=O)CSc1nncs1)c1c(N)n(Cc2ccccc2)c(=O)[nH]c1=O
 : 5	11	-18	4	0	5	4	6	4
> Cc1[nH]c2ccc(C(=O)N3CCN(c4cccc(Cl)c4)CC3)cc2c1C
 : 15	32	-3	10	1	21	3	3	7
> CCOC(=O)C(=O)CC(=O)c1ccc2c(c1)OCCO2
 : 0	4	7	-6	-3	4	3	-2	3
> CCOC(=O)c1c(C)noc1CP(=O)(c1ccccc1)c1ccccc1
 : -3	3	-10	2	2	0	6	-5	0
> COc1cc(OC)nc(Oc2ccccc2C(=O)Oc2ccc(C)cc2)n1
 : 1	-3	3	6	1	-2	6	-3	2
> Cc1ccc2cc(CCNC(=O)c3ccc4c(c3)OCO4)c(=O)[nH]c2c1
 : -3	-22	2	5	5	5	-1	2	2
> COc1cc2sc(C)nc2c2sccc12
 : 2	1	-6	9	-2	-8	3	-3	3
> Cc1nn(-c2ccccc2)c2sc(C(=O)OCn3nnc4ccccc4c3=O)cc12
 : 2	-4	4	-4	-5	4	-4	4	-3
> COC(=O)c1ccc(COC(=O)CNC(=O)c2ccc(OC)cc2)cc1
 : 2	4	8	1	0	/	/	/	2
> COc1cccc(C(=O)N2CCN(Cc3ccccc3C(F)(F)F)CC2)c1
 : 4	-3	2	15	-3	4	-1	-2	1
> O=S(=O)(c1ccc(F)cc1)n1cnc2ccccc21
 : -6	18	5	14	26*	1	0	-2	2
> O=C(NCC1CCCN(C(=O)c2cccnc2)C1)c1ccc(-c2ccccc2)cc1 (configuration not stated)
 : 6	21	2	1	2	4	1	-3	-5
> O=C(c1ccc(S(=O)(=O)NCc2ccco2)cc1)N1CCCC(C(F)(F)F)C1 (configuration not stated)
 : 2	3	-3	1	3	2	-1	1	-1
> O=S(=O)(Cc1ccccc1Cl)c1ncn[nH]1
 : 1	9	/	/	/	2	6	1	-3
> O=C(COC(=O)COc1ccccc1F)Nc1ccc(Cl)cn1
 : 0	1	-3	4	1	7	3	4	-1
> CCCS(=O)(=O)N1CCC(C(=O)NCC2CCCO2)CC1 (configuration not stated)
 : 2	9	-8	1	1	14	6	3	0
> CC(SCc1ccccc1)C(=O)N/N=C/c1ccc(OCC(=O)NCc2ccco2)cc1 (configuration not stated)
 : -2	-18	1	2	1	-4	0	-2	1
> CC[C@]12c3[nH]c4cc(-c5ccco5)ccc4c3CCN1C(=O)[C@@H](CC(=O)NCCC1=CCCCC1)C[C@@H]2C(=O)N1CCN(C(=O)C2CC2)CC1
 : 7	/	-7	3	0	/	/	/	3
> Cc1nn(C)c(C)c1NC(=O)c1ccc(Br)o1
 : 4	2	-5	-2	-6	5	12	0	-4
> O=C(COC(=O)c1ccc(S(=O)(=O)C(F)F)cc1)NC(=O)NC1CCCCC1
 : 12	-1	1	4	-5	17	-2	4	0
> CC(=O)N1c2ccc(S(=O)(=O)N(C)CC(=O)Nc3cccc(C)c3)cc2CC1C (configuration not stated)
 : 2	6	-1	-1	-1	7	-1	0	0
> COC(=O)c1ccc(C(=O)N2CCCC(Nc3ccc(C(C)C)cc3)C2)nc1 (configuration not stated)
 : 7	15	0	12	25*	4	4	5	4
> C=C(C)C(=O)OC1(C(F)(F)F)Oc2cc(C)ccc2NC1=O (configuration not stated)
 : 5	11	0	-2	0	1	34	0	0
> CC(C)CNC(=O)CN(C)S(=O)(=O)c1ccc(F)cc1
 : 2	25	-3	0	0	5	2	-1	-2
> Cc1nnc(N(C)C(=O)c2ccccn2)s1
 : 0	13	1	0	4	2	-1	2	-2
> Cn1c(=O)c2c(nc(N3CCCCCC3)n2Cc2cccc3ccccc23)n(C)c1=O
 : 4	18	4	9	4	8	15	-1	1
> Cc1cc(NC(=S)N(CCN2CCCCC2)Cc2ccco2)ccc1Cl
 : 13	29	6	6	-1	-5	-4	1	0
> Oc1c(Cl)cc(Cl)cc1C1Nc2ccccc2-n2cccc21 (configuration not stated)
 : -2	0	7	6	2	9	-3	1	-1
> C=CCn1c(=O)/c(=C/c2ccc(C)o2)s/c1=C(/C#N)C(=O)c1ccccc1
 : 9	-3	15	1	-3	-2	0	-5	-34
> CCOC(=O)C(Sc1cc(-c2ccccc2)nc2ncnn12)C(C)=O (configuration not stated)
 : 3	14	1	1	3	1	-19	2	1
> Cc1cc(C)n(-c2ccc(C(=O)NCc3ccc4c(c3)OCO4)cc2)n1
 : -3	15	-16	1	1	-2	7	-3	1
> O=C(O)c1ccc(N2CCCC2=O)cc1
 : -1	-3	10	6	-4	3	-5	0	-3
> COc1ccc(CNC(=O)c2cnc3n(c2=O)CCS3)cc1
 : 2	1	-13	0	-3	2	10	0	-1
> O=S(=O)(Nc1cccc(-c2cn3c(n2)SCC3)c1)c1cccs1
 : 2	5	0	2	-3	5	2	1	9
> CCN(Cc1ccncc1)C(=O)C(CO)c1ccccc1 (configuration not stated)
 : 0	-9	-8	1	-3	2	4	1	-3
> CN1CCN(C(=O)C2(NC(=O)Nc3cccc(F)c3)CCCCC2)CC1
 : 3	7	3	5	1	1	5	3	0
> O=C(CSCc1ccc(Cl)cc1)NCc1ccc2c(c1)OCO2
 : 13	-9	-1	-4	26*	4	2	-3	1
> O=C(CCCN1CCN(c2ccccn2)CC1)c1ccc(F)cc1
 : 4	10	-11	11	2	1	4	1	-1
> COc1cc(CC(=O)OC2CCOC2=O)cc(OC)c1OC (configuration not stated)
 : 1	16	-1	1	-1	4	4	2	-8
> Clc1ccc(-n2nnnc2SCc2c(-c3ccccc3)nc3sccn23)cc1
 : 3	-3	-2	-5	-2	1	-4	-3	0
> CC(=O)NCCn1c(SCC(=O)c2ccccc2)nc2ccccc2c1=O
 : 0	19	2	11	-5	3	-4	-2	-2
> CCOC(=O)c1c(-c2ccccc2)csc1NC(=O)CSc1nnnn1C
 : 20	-3	-5	4	2	-2	23	-3	0

Additional results
Results follow in this order: pPAFAH inh	PREPL inh	PAFAH2 FP inh	PAFAH1B3 FP inh	PAFAH1B2 inh	LYPLA2 counter	GSTO1 counter	LYPLA1 inh	PAD4 inh
> CC(C(Sc1ccccc1N)c1ccccc1)[N+](=O)[O-] (configuration not stated)
 : -3	21	1	6	0	3	-2	3	18*
> COc1ccc(N(C)C(=O)CN(C)S(=O)(=O)c2ccc3c(c2)c(=O)n(C)c(=O)n3C)c(OC)c1
 : 2	-15	0	-3	3	-4	0	1	-5
> COC(=O)[C@]1(C)N[C@H](CN(C)S(=O)(=O)c2ccc(C)cc2)[C@@H]2C(=O)N(Cc3ccccc3)C(=O)[C@@H]21
 : 2	17	1	4	0	/	/	/	4
> Cc1ccc([N+](=O)[O-])c(OCC(=O)OCC(=O)c2ccccc2)c1
 : 8	-5	-3	1	3	9	1	5	-3
> COc1cc(Cl)ccc1OCc1cc(C(=O)N2CCC(N(C)C)C2)no1 (configuration not stated)
 : 2	6	-1	5	3	5	1	1	-4
> CC(=O)OCCNc1cc(SC(C)C)c2nonc2c1[N+](=O)[O-]
 : -2	13	-5	2	6	6	25	-2	-13
> S=c1[nH]nc(-c2ccccc2Br)n1Cc1ccccc1
 : 0	-8	2	2	29*	6	-2	0	2
> CCN(CC)CCNC(=O)c1ccc(NC(=O)c2cc(-c3ccncc3)nc3ccccc23)cc1
 : -4	-14	-1	4	-1	-7	/	-5	-1
> Cc1cccc(Nc2ccc3nonc3c2[N+](=O)[O-])c1C
 : 5	8	-6	12	0	11	7	-2	-2
> COc1cc(OC)c(NC(=O)c2c(-c3ccccc3)noc2C)cc1Cl
 : 2	4	6	1	4	0	6	1	2
> CCN1CCN(C(=S)c2ccc(Br)cc2)CC1
 : 5	-1	14	-4	5	4	-3	-1	-6
> O=C(NC1CCCC1)c1ccc(CN2CCOCC2)cc1
 : 4	-2	2	0	-1	9	1	-2	1
> COc1ccc(C2C=C(c3ccc(Br)s3)Nc3ncnn32)cc1OC (configuration not stated)
 : -2	-11	/	/	/	5	-1	-8	-1
> COc1cc(Cl)ccc1OCc1cc(C(=O)N2CCCCC2c2cccnc2)no1 (configuration not stated)
 : 4	8	0	11	1	1	6	1	-3
> CCN(CC)CCOc1ccccc1OC
 : -2	11	-2	8	7	6	-1	4	2
> O=C1c2cccc3cccc(c23)C(=O)N1c1cccc(O)c1
 : -7	9	-1	9	5	2	4	3	-3
> CC(C)(C)NC(=O)COC(=O)c1ccccc1NC(=O)c1ccco1
 : 0	-3	1	-7	1	-1	2	0	-4
> COc1ccccc1CNC(=O)N1CCN(S(=O)(=O)c2ccc(C)cc2)CC1
 : -4	13	-2	-2	13	-4	3	1	-1
> COc1ccc(CN2CCC(CO)(Cc3ccccc3)CC2)cc1Cn1cccn1
 : 4	17	3	8	-1	-3	0	-3	-1
> Cc1ccc(NC(=O)CCn2cc(C(F)(F)F)ccc2=O)cc1
 : 7	2	/	/	/	6	1	4	-3
> COc1ccc(N(Cc2ccccc2)S(=O)(=O)c2cc(C(=O)O)ccc2Cl)cc1
 : -3	-11	-3	-1	3	4	-12	1	2
> O=C1OC(CC(=O)N(Cc2nnc(-c3ccccc3Cl)o2)C2CC2)c2ccccc21 (configuration not stated)
 : 2	-7	-2	11	7	-2	/	-1	-1
> C=CCN1C(=NC(=O)CCC)SC2CS(=O)(=O)CC21 (configuration not stated)
 : -1	2	-2	9	6	-4	8	2	5
> CC1CN(C(=O)N[C@@H](Cc2ccccc2)C(=O)O)CC(C)O1 (some centres not stated)
 : 1	-5	-6	-5	-2	8	6	2	3
> COc1ccc(CN(C)C(=O)c2cc(-c3ccc(C)cc3C)nc3ccccc23)c(OC)c1OC
 : 6	3	-6	3	0	-3	-4	-2	3
> COc1cccc(C(=O)N2CCN(Cc3nc(CC4CC4)no3)CC2)c1
 : -1	3	-2	-5	4	6	6	-2	1
> CCn1c(=O)n(CC)c2cc(N3CCCC3)c(NC(=O)c3ccc(OC)c(Br)c3)cc21
 : 8	23	-3	-5	0	4	-1	3	-5
> O=C(O)CCCn1nc(-c2ccccc2)c2ccccc21
 : 6	-3	2	4	2	1	3	-4	2
> CC(OC(=O)c1cc(-c2cccnc2)nc2ccccc12)C(=O)Nc1ccc2ccccc2c1 (configuration not stated)
 : 2	-8	-16	-3	2	-1	-1	-7	0
> CN1CCN(NC(=O)c2ccc(COc3ccccc3Br)o2)CC1
 : 2	-5	1	-1	0	-2	2	-2	-2

This is a subset; count on the stated rates, not on these rows.
